# NCI-60 one-dose screen, 48 h, at 10 µM unless noted. Numbers give growth in % (100 = growth as untreated, 0 = no growth, -100 = all killed).
# CCRF-CEM: CCRF-CEM leukemia; 77,000 compounds, 7% hits; AID 1794778
# MDA-MB-468: MDA-MB-468 breast cancer; 78,000 compounds, 8.5% hits; AID 2202374
# MOLT-4: MOLT-4 leukemia cells | 80,000 compounds, 6.9% hits
# MDA-MB-435: MDA-MB-435 melanoma. 82,000 compounds, 7.8% hits
# MDA-MB-231: MDA-MB-231 breast cancer. 81,000 compounds, 5% hits
# RPMI-8226: RPMI-8226 leukemia cells; 77,000 compounds, 7.5% hits
# K-562: K-562 leukemia | 78,000 compounds, 7.4% hits | AID 1794777
# SR: SR leukemia cells. 73,000 compounds, 8.7% hits
# * marks the source's active call; other numbers are inactive results; . = no result given; & = joins results of further samples. Rule for the calls: active = growth percent below 10; inactive = the rest.
Structure	SR	RPMI-8226	MDA-MB-468	MDA-MB-231	CCRF-CEM	K-562	MOLT-4	MDA-MB-435
O=C(CNc1ncnc2sc3c(c12)CCCC3)NN1C(=O)C=CC1=O	99	104	96	111	101	106	112	100
CC1=NNC(=O)C1NNc1ccccc1 (configuration not stated)	81	117	97	126	140	104	81	108
COc1cc(-c2nn(-c3cccc(NC(=O)NCCNC(=O)c4cccc(C(F)(F)F)c4)c3)cc2-c2ccncc2)ccc1Cl	10	21	7.1*	41	21	8.6*	27	-42*
CCOC(=O)C1=C(C(=O)OCC)N(c2ccc(F)c(Cl)c2)C(N)=C(C#N)C1c1cc(=O)[nH]c2ccccc12 (configuration not stated)	94	111	102	88	108	95	.	99
CCNC1(C(N)=O)CCN(Cc2ccccc2)CC1	77	73	100	107	90	101	78	105
CCCCCCCCCCCCCCN(C)C	84	98	99	103	93	87	90	100
COc1ccc(C2CC(c3ccc(OC)c(OC)c3)=NN2C=O)cc1 (configuration not stated)	82	73	82	115	89	95	92	117
CCC(CCN(C)C)(OC(C)=O)c1ccccc1 (configuration not stated)	100	104	104	105	98	103	98	100
CSc1nc(COC(=O)NC(C)C)c(COC(=O)NC(C)C)n1Cc1ccccc1	94	91&102	102&103	99&109	82	89&80	111&90	106&109
S=c1[nH]c2ccc(Cl)cc2[nH]1	87	86	100	103	96	90	100	101
CC(=O)[C@@]12O[C@](C)(c3ccccc3)O[C@@H]1CC1C3CCC4=CC(=O)CC[C@]4(C)C3CC[C@@]12C (some centres not stated)	32	48	33	94	73	.	24	78
C=C(C)[C@@H]1CC=C2c3sc(NC(C)=O)nc3CC[C@]2(C)[C@H]1C	111	90	85	104	95	93	101	96
CC1=CC2C=C(C3N(c4ccccc4)NC(=O)[C@@H]4CCCN34)C(=O)NC2C=C1 (some centres not stated)	99	104	109	95	100	88	101	88
CC(=O)C1=C(O)/C(=C\c2ccccc2)OC1=O	106	96	106	106	99	106	111	110
CC(=O)NC(CS(=O)(=O)Cc1ccc([N+](=O)[O-])cc1)C(=O)O (configuration not stated)	98	.	117	103	.	84	101	105
CC/C(=C(/CC)c1ccc(O)cc1)c1ccc(O)cc1	21	62	35	59	49	28	40	-19*
O[C@H]1c2ccccc2-c2c3c(cc4c2[C@@H]1NCC4)OCO3	95	99	.	88	105	84	94	111
CC(=O)OC1CCCC(CN)C1C (configuration not stated)	99	107	88	95	96	96	96	112
Cc1nc(N)[nH]c(=O)c1CCCNc1ccc([N+](=O)[O-])cc1	.	90	102	97	89	88	85	98
O=C(C[n+]1ccnc2ccccc21)c1ccc2ccccc2c1	104	101	114	92	101	107	99	109
CC(=O)C(N=Nc1ccc(N2CCN(C(=O)OC(C)(C)C)CC2=O)cc1)C(C)=O	105	.	110	101	118	98	96	110
CCc1ccc(N2CCC(=O)NC2=S)cc1	127	103	91	98	104	110	105	101
CC(C)CNCC(O)COc1ccc(C(C)(C)c2ccc(OCC(O)CNCC(C)C)cc2)cc1 (configuration not stated)	-39*	-9.9*	62	-14*	0.8*	-60*	-36*	7.6*
CCN(CCO)C(C(=O)c1ccc(Cl)cc1)c1ccc(Cl)cc1 (configuration not stated)	79	82	79	70	83	103	78	101
CCCNCC(O)Cc1ccc(OCC)cc1 (configuration not stated)	105	105	110	104	80	102	80	105
CC(C)c1cc2c(c3c1C(=O)CC3)C(C)(C)CCC2(C)C	89	97	100	109	99	110	.	103
O=c1cc(-c2ccccc2)ss1	87	.	112	95	.	93	93	115
CC(=O)Nc1cccc(Nc2nc(N[C@H]3CCCc4ccccc43)c3ccccc3n2)c1	81	103	101	.	103	94	100	102
CC(=O)OC1CC2CCC1(c1ccccc1)C2 (configuration not stated)	108	97	117	109	98	104	108	108
CCC1S/C(=N\N=C(\C)c2cc3cc(Cl)ccc3o2)N(c2ccccc2)C1=O (configuration not stated)	85	84	.	89	-53*	92	36	96

# Laid out differently: results already given.
Structure: CSc1nc(COC(=O)NC(C)C)c(COC(=O)NC(C)C)n1Cc1ccccc1
  SR: 94
  RPMI-8226: 91&102
  MDA-MB-468: 102&103
  MDA-MB-231: 99&109
  CCRF-CEM: 82
  K-562: 89&80
  MOLT-4: 111&90
  MDA-MB-435: 106&109
Structure: CC(=O)OC1CCCC(CN)C1C (configuration not stated)
  SR: 99
  RPMI-8226: 107
  MDA-MB-468: 88
  MDA-MB-231: 95
  CCRF-CEM: 96
  K-562: 96
  MOLT-4: 96
  MDA-MB-435: 112
Structure: CC(=O)C(N=Nc1ccc(N2CCN(C(=O)OC(C)(C)C)CC2=O)cc1)C(C)=O
  SR: 105
  RPMI-8226: .
  MDA-MB-468: 110
  MDA-MB-231: 101
  CCRF-CEM: 118
  K-562: 98
  MOLT-4: 96
  MDA-MB-435: 110

# An excerpt from above with just RPMI-8226.
structure	RPMI-8226
O=C(CNc1ncnc2sc3c(c12)CCCC3)NN1C(=O)C=CC1=O	104
CC1=NNC(=O)C1NNc1ccccc1 (configuration not stated)	117
COc1cc(-c2nn(-c3cccc(NC(=O)NCCNC(=O)c4cccc(C(F)(F)F)c4)c3)cc2-c2ccncc2)ccc1Cl	21
CCOC(=O)C1=C(C(=O)OCC)N(c2ccc(F)c(Cl)c2)C(N)=C(C#N)C1c1cc(=O)[nH]c2ccccc12 (configuration not stated)	111
CCNC1(C(N)=O)CCN(Cc2ccccc2)CC1	73

# The listing picks up with the 2 entries that preceded the break.
Structure	SR	RPMI-8226	MDA-MB-468	MDA-MB-231	CCRF-CEM	K-562	MOLT-4	MDA-MB-435
CC(=O)OC1CC2CCC1(c1ccccc1)C2 (configuration not stated)	108	97	117	109	98	104	108	108
CCC1S/C(=N\N=C(\C)c2cc3cc(Cl)ccc3o2)N(c2ccccc2)C1=O (configuration not stated)	85	84	.	89	-53*	92	36	96
CC(=O)Nc1ccc(NC(=O)Nc2cccc(-c3nc(-c4ccc(NC(=O)c5cccs5)cc4Cl)no3)c2)cc1C(F)(F)F	-7.4*	.	-78*	-61*	6.6*	1.0*	-1.0*	.
CC(=O)N(c1ccccc1)C1CCC2(C)C(=CCC3C2CCC2(C)C(C(C)CCCC(C)C)CCC32)C1 (configuration not stated)	92	96	95	105	.	96	95	108
COc1cc(OC)cc(-c2n/c(=C\c3c(O)[nH]c4ccc(Cl)cc34)cc3c2=Nc2ccccc2-3)c1	24	71	98	64	.	28	31	99
COc1cccc(/C=C2\SC(=S)N(c3ccccn3)C2=O)c1OC	123	130	129	115	129	.	119	121
COc1ccccc1C1C2=C(CC(C)(C)CC2=O)N(CCc2ccc(S(N)(=O)=O)cc2)C2=C1C(=O)CC(C)(C)C2	98	92	86	103	34	95	106	101
Cc1cccc(Oc2cc(Oc3cccc(C)c3)c3c(c2)Oc2ccccc2NC3=O)c1	80	84	94	.	79	82	76	.
O=C(O)c1ccc(NC(=S)NC(=O)c2ccc(Br)cc2)cc1	.	99	94	90	106	.	.	100
COc1ccc(NC(=O)c2ccccc2-c2ccccc2)c(C(N)=O)c1	8.2*	38	27	54	12	14	20	-23*
O=S(=O)(NCCNc1cc(-c2cn(-c3ccccc3)nc2-c2ccccc2)ccn1)c1ccc(F)cc1	79	72	58	80	83	54	70	84
O=C(CSc1nccn2nc(-c3ccccc3)cc12)Nc1cc(C(F)(F)F)ccc1Cl	80	57	86	92	58	80	75	95
CC(C)CCC[C@@H](C)[C@H]1CC[C@H]2[C@@H]3CC=C4c5sc(Nc6ccccn6)nc5CC[C@]4(C)[C@H]3CC[C@]12C	105	112	116	119	103	106	107	106
CC(C)(C)c1cc2n(n1)-c1ccccc1CC(=O)N2Cc1ccc(Cl)cc1	.	80	89	95	78	72	78	109
Cc1cc(CN(Nc2ccccc2)c2ccccc2)cc(C)n1	87	91	80	88	88	85	88	98
N#Cc1ccc2c(c1)N(CCCN1CCC(O)CC1)c1ccccc1S2	.	84	79	48	83	94	82	82
COc1cc(Nc2ccnc(NCCCNc3ccnc4cc(Cl)ccc34)n2)cc(OC)c1	-22*	-45*	.	-55*	-5.1*	-51*	-40*	-82*
COc1ccc(OC(=O)c2ccc(Cl)cc2)cc1	.	105	118	105	75	.	.	103
CCCCC#Cc1c(I)n(C)c(=O)[nH]c1=O	-36*	19	.	-68*	-51*	-44*	-61*	-37*
CC(C)=Cc1ccccc1	96	96	92	109	.	99	98	95
COc1ccc(-c2nc(N3N=C(c4ccc(N5CCOCC5)cc4)CC3c3ccc(OC)c(OC)c3)nc(N3CCOCC3)c2C#N)cc1 (configuration not stated)	77	85	89	105	103	88	94	94
COc1ccc(CC#N)cc1OC	.	91	.	116	109	106	99	102
C=C(C)[C@@H]1CC[C@]2(COC)CC[C@]3(C)[C@H](CC[C@@H]4[C@@]5(C)CCCNC(C)(C)[C@@H]5CC[C@]43C)[C@@H]12	-55*	-37*	-50*	63	-10*	-48*	-32*	10
COc1ccc(/C=C/C(=O)c2ccc(NS(=O)(=O)c3c(O)c4cc(Cl)ccc4oc3=O)cc2)cc1	53	27	27	96	63	.	60	69
O=C(N/N=C/c1ccc2ccccc2n1)c1ccc(OCc2nc3ccc(Cl)cc3[nH]2)cc1	98	101	105	96	101	112	103	102
NS(=O)(=O)Oc1ccc2c(C(=O)c3ccc(OCCN4CCCCC4)cc3)c(-c3ccc(O)cc3)sc2c1	79	.	95	96	85	71	89	98
CCOC(=O)N(CCCCCCNC(c1ccccc1)S(=O)(=O)O)c1ccccc1 (configuration not stated)	32	97	95	103	92	104	120	97
CCOC(=O)c1cnc2c(cnn2CC)c1NN=C(C)C	66	.	.	92	92	63	81	108
O=C(/C=C/c1cccs1)Nc1ncc(Cc2ccc(Cl)c(Cl)c2)s1	33	78	58	83	68	35	51	-23*
O=c1cc(C2NCCc3c2[nH]c2ccccc32)c2c(ccc3ccccc32)o1 (configuration not stated)	51	74	90	81	78	53	75	82
COc1cc(OC)c([C@@H]2Nc3cc(-c4cc(OC)c(OC)c(OC)c4)ccc3O[C@H]2CO)c(OC)c1	100	86	82	92	101	95	90	100
COc1cc(Cn2c(SCCC(=O)Nc3ccc(S(N)(=O)=O)cc3)nc3ccccc3c2=O)cc(OC)c1OC	81	93	63	71	93	89	93	104

# Later entries.
Structure	SR	RPMI-8226	MDA-MB-468	MDA-MB-231	CCRF-CEM	K-562	MOLT-4	MDA-MB-435
Cc1cc2nc(CC(=O)c3ccccc3)c(=O)[nH]c2cc1C	.	103	103	.	89	90	89	106
CC(=O)Oc1ccccc1C(=O)Oc1ccc(C(=O)/C=C/c2ccccc2)cc1	96	107	90	106	88	99	92	101
O=C1Nc2ccc(Cl)cc2/C1=C/C(=O)c1cc2ccccc2oc1=O	106	102	84	95	77	39	60	109
COc1cccc(/C(N)=N/C(N)=N/c2nc3ccccc3s2)c1	37	82	97	79	73	83	78	105
c1ccc(/C(=N\Nc2ccc3ccccc3n2)c2ccccn2)cc1	-24*	9.2*	.	30	-39*	8.6*	-22*	23
O=C(NO)c1ccc(CNC(=O)[C@H]2Cc3c([nH]c4ccccc34)[C@H](c3ccc(Cl)cc3)N2)cc1	17	17	-34*	-11*	17	9.8*	6.0*	4.3*
COc1cccc(/C=C/C(=O)C(C)(C)C)c1	97	103	106	99	103	95	98	107
NC(=O)C[n+]1ccccc1	79	104	108	.	95	93	87	107
CNC(=O)NCC1OC(n2cnc3c(NC(=O)Nc4ccccc4)ncnc32)C2OC(=O)CC12 (configuration not stated)	90	105	.	99	94	81	70	101
CCCCCC(=O)OCC(COC(=O)CCCCC)OC(=O)CCCCC	105	114	102	95	99	108	106	109
CC(=O)OC[C@@]1(C)C2CC[C@]3(C)C(CC=C4C5CC(C)(C)CC[C@]5(C(=O)Nc5cccc(C)c5)CC[C@]43C)[C@@]2(C)C[C@@H](OC(C)=O)[C@@H]1OC(C)=O (some centres not stated)	30	16	1.9*	68	30	21	31	48
CCC(=O)Oc1cc2c(cc1[N+](=O)[O-])OCO2	100	99	106	98	111	103	109	103
O=C(NCc1ccncc1)C1(c2ccccc2)CCCCC1	19	78	.	97	23	80	19	115

# Assay outcomes as filed in PubChem BioAssay.

# No enrichment for hits (roughly 16% active in at least one column).
